Screening results from PubChem.
ERAP1 inh: human ERAP1 aminopeptidase inhibitors, primary screen, biochemical, single point, plate reader; recombinant ERAP1, Leu-AMC fluorescence, 60 min; inhibition, % at 10.7 µM; AID 652197, 2013; hit rate 0.15% among 340,000; Endoplasmic reticulum aminopeptidase 1 (Homo sapiens), Q9NZ08;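 active = mean replicate inhibition of at least 30%, or all replicates individually reaching that 30% level; inactive = mean below 30% and not every replicate reaching it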;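 note: 0% = neutral control wells and 100% = L-leucinethiol positive control wells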
Xi reactivation: activators of inactive X chromosome reactivation, primary screen, imaging, XiGFP fibroblasts, GFP high-content imaging, set 2. XiGFP mouse fibroblasts, % GFP-positive cells imaging, 3 d; cells co-treated with 5-aza-dC sensitizer; scaled so ellipticine positive control = 100%. activation, % at 7.58 µM. hit rate 0.055% among 360,000;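 active = mean normalized replicate activation at least 10% and every replicate at or above 10%; inconclusive = only one of the two criteria met; inactive = mean below 10% and not all replicates reach 10%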;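 note: 0% = median of on-plate neutral control wells and 100% = ellipticine 6 µM median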
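material = 68-5-11 XiGFP fibroblast line | medium = DMEM plus 5-aza-dC sensitizer | schedule = 3 days compound exposure | benchmarks = positive control ellipticine, 6 µM final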
RAD54 inh: inhibitors of human RAD54 branch migration, primary screen, biochemical, fluorescence, single point. RAD54 Holliday junction branch migration, FAM/BHQ fluorescence. inhibition, % at 10.4 µM. hit rate 0.14% among 360,000. AID 602329, 2012;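 active = mean normalized replicate activity at least 40 and at least half of replicates scoring 40 or more; inconclusive = only one of the two criteria met; inactive = mean below 40 and under half of replicates reaching 40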;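 note: 0% = median of neutral control wells and 100% = median of positive control wells; inhibitors cause a drop in the FAM fluorescence signal; in these data hits start at about 50%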
S100A4 MyoIIA: inhibitors of S100A4-myosin IIA peptide binding, primary screen, biochemical, fluorescence polarization, TAMRA-MyoIIA peptide. hit rate 0.14% among 360,000. inhibition, % at 10.7 µM;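 active = mean inhibition of at least 70% across replicates, with every replicate also reaching that level; inconclusive = mean inhibition reaches 70% but some replicates fall short; inactive = mean inhibition below 70%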
Target sequence (P26447 whole entry, looked up): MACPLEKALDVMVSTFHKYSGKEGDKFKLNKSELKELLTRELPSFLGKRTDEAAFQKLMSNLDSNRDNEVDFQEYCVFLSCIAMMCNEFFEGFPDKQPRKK
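Material: human S100A4 monomer with TAMRA-labelled myosin IIA peptide; buffer or medium: HEPES pH 7.2 with CaCl2, KCl, NaCl, DTT, Triton; compound dosing: one concentration per compound; schedule: 5 min incubation before reading; benchmarks: neutral control DMSO, positive control TFP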
esBAF inh: Bmi1 luciferase reporter increase in mESCs, primary screen, esBAF inhibitor project, mouse ES cells, Bmi1 luciferase knock-in, single point | 24 h; 100% = twice the neutral-well signal | reporter increase, % at 12.5 µM | hit rate 2% among 350,000 | AID 602393, 2012; in the data active = activation above about 40%; inconclusive = no clear call, values can overlap the other calls;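 note: 0% = median of the plate's neutral control wells and 100% = double that signal; a rise in the Bmi1 reporter signal indicates esBAF inhibition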
ERp5 block: inhibitors of ERp5-driven insulin aggregation, primary screen, biochemical, turbidity, absorbance 650 nm, single point | Protein disulfide-isomerase A6 (Homo sapiens), Q15084 | 90 min | inhibition, % at 9.99 µM | hit rate 0.05% among 350,000;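 active = mean replicate inhibition above about 25%, with every replicate also reaching it, limit read from the data, passing the limit was not always enough; inconclusive = only one of those two criteria met; inactive = neither criterion met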
Target sequence (Q15084 whole entry, looked up): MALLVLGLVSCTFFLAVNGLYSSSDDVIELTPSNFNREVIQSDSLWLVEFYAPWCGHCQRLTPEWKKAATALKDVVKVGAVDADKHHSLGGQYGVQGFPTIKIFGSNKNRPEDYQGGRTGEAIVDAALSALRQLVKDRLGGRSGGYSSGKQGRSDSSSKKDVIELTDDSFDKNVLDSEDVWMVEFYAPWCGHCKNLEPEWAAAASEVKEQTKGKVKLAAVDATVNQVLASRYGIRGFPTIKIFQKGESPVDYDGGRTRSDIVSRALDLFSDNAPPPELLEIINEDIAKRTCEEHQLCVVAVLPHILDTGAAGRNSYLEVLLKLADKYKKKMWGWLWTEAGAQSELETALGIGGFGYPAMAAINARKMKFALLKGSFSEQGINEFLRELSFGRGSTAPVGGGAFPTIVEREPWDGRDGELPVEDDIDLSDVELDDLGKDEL
RAD52 inh: RAD52 DNA annealing inhibitors, primary screen, biochemical, FRET, single point, set 2; DNA repair protein RAD52 homolog (Homo sapiens), P43351; hit rate 0.46% among 360,000; inhibition, % at 18.7 µM; AID 651710, 2012; recombinant RAD52 DNA annealing, FRET fluorescence;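 active = every replicate showing at least 50% inhibition; inconclusive = mean inhibition at least 50% but not in every replicate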
Target sequence (P43351 whole entry, looked up): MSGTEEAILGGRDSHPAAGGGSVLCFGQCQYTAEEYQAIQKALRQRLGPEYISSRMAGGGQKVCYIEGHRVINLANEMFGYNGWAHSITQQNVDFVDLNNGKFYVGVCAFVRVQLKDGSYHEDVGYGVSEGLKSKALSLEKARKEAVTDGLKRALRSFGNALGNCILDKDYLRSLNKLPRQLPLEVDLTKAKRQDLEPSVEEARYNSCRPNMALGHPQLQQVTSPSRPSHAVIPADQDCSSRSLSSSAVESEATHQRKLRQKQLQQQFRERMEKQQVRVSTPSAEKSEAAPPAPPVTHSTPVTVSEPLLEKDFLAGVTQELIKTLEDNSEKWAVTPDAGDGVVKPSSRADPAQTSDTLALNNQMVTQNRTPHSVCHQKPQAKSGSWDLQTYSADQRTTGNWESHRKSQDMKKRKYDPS
E-selectin induc: E-selectin induction in HUVECs, primary screen, imaging, HUVEC, immunofluorescence imaging, single point; P16581; normalized: neutral wells 0, TNF-alpha wells 100; activation, % at 7.58 µM; hit rate 0.37% among 260,000; AID 686992, 2013;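 active = mean E-selectin-positive cell signal at least 10% of the positive control, reached in at least 60% of replicates, without over 20% cell loss; inconclusive = no rule given, readout overlaps actives, possibly toxicity-flagged; inactive = the rest, including those meeting only one limit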;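 note: in these data hits start at about 27%; measured in HUVEC primary endothelial cells; signal is the percent of cells scored E-selectin positive by PE staining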
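Test system – human umbilical vein endothelial cells (HUVEC), E-selectin induction · Input – 3,000 HUVEC seeded per well · Buffer or medium – EGM-2, gelatin · Compound dosing – single-point compound dose · Detection – immunofluorescence imaging · Measure – percent E-selectin-positive cells · Controls – TNF-alpha high, DMSO low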
* marks the source's active call; other numbers are inactive results; ? = inconclusive; · = no result given.

Each structure is followed by: ERAP1 inh	ERp5 block	E-selectin induc	Xi reactivation	esBAF inh	RAD54 inh	RAD52 inh	S100A4 MyoIIA
- C[C@H]1CN([C@@H](C)CO)C(=O)CCCn2cc(nn2)CO[C@H]1CN(C)S(=O)(=O)c1cn(C)cn1
  -4	2	0.0	-0.7	-2	-4	16	44
- C[C@H](CO)N1C[C@H](C)[C@@H](CN(C)C)Oc2cc(C#Cc3ccccn3)ccc2S1(=O)=O
  -4	10	-0.2	-1.1	-17	1	-17	-1
- Cc1noc(C)c1NC(=O)Nc1cccc2c1O[C@@H](CN(C)Cc1ccc(C(=O)O)cc1)[C@H](C)CN([C@H](C)CO)C2=O
  1	2	·	0.8	-5	-1	-7	-16
- O=C(C[C@H]1C[C@@H]2c3cc(NC(=O)C4CCC4)ccc3O[C@@H]2[C@@H](CO)O1)NCc1ccncc1
  -1	1	-0.9	-0.1	0	3	-2	-12
- Cn1cnnc1SC(C(=O)Nc1ccc(F)cc1)c1ccccc1 (stereo unspecified)
  3	2	·	·	-7	-3	-3	1
- O=C(NCc1ccncc1)[C@H]1N[C@H]2c3ccc(/C=C/c4ccccc4)c(=O)n3C[C@H]2[C@@H]1CO
  0	2	0.5	0.2	-5	5	-19	-3
- O=C(C[C@@H]1C[C@H]2c3cc(NC(=O)NC4CCCCC4)ccc3O[C@H]2[C@@H](CO)O1)NC1CCCCC1
  4	1	0.7	0.1	·	·	-1	-6
- CC1=CC(C)(C)NC(=S)N1c1ccc(N(C)C)cc1
  -1	-9	-0.2	0.0	7	5	-2	-1
- Cc1ccc(Sc2sc(=O)n(C)c2S(=O)(=O)c2ccc(C)cc2)cc1
  -1	-6	?	0.0	·	·	-8	-5
- COc1ccc(NC(=O)N2CCCCC2c2cccnc2)cc1 (stereo unspecified)
  -2	-1	-1.5	0.4	17	1	-69	-3
- Cc1ccc(S(=O)(=O)N(C)C[C@@H]2Oc3ccc(NC(=O)Nc4c(C)noc4C)cc3CC(=O)N([C@H](C)CO)C[C@H]2C)cc1
  -2	5	-0.3	-0.4	-2	0	12	-2
- OC1CCC(Nc2ccn3nc(-c4cccc(OCc5ccccc5)c4)cc3n2)CC1 (stereo unspecified)
  -3	-7	1.9	0.3	19	-8	-84	-1
- O=C1CCCN1CC1CCN(Cc2nc(CC3CC3)no2)CC1
  -1	2	·	0.0	10	-4	-5	5
- O=C(Nc1cccc(Cl)c1N1CCOCC1)c1ccc([N+](=O)[O-])o1
  3	-7	·	0.5	-3	9	-16	-3
- CO[C@@H]1CN(C)C(=O)c2cc(NC(=O)C3CCC3)ccc2OC[C@@H](C)N(Cc2cccnc2)C[C@H]1C
  3	-1	-0.1	-0.1	4	-10	11	-1
- COc1ccc(/C(=N/OC(C)=O)c2nccc3cc(OC)c(OC)cc23)cc1OC
  6	0	8.1	0.0	-3	3	-10	-7
- O=[N+]([O-])c1ccc(C(O)CC(O)CSc2nc(-c3ccccc3)c(-c3ccccc3)o2)cc1 (stereo unspecified)
  3	2	·	·	·	-7	-47	4
- CSCCC(NS(=O)(=O)c1ccccc1F)C(=O)Nc1cccc(C)n1 (stereo unspecified)
  -4	5	1.1	0.2	3	2	-12	-1
- Cc1ccc(C2=NS(=O)(=O)N(C)C(C(=O)NC3CCCCC3)=C2)cc1
  -1	-4	·	0.1	-4	0	-4	2
- C[C@@H]1CCCCO[C@H](CN(C)C(=O)Nc2ccccc2)[C@@H](C)CN([C@@H](C)CO)C(=O)c2cc(N(C)C)ccc2O1
  -1	2	·	·	-2	-5	16	-10
- O=C(CN1C(=O)NC2(CCc3ccccc32)C1=O)NCc1ccc(F)cc1 (stereo unspecified)
  -6	-4	-0.2	0.0	-6	3	-2	-4
- C[C@H](CO)N1C[C@H](C)[C@@H](CN(C)C(=O)Nc2ccccc2F)Oc2ncc(/C=C/c3ccccc3)cc2C1=O
  -2	-2	0.1	-0.3	5	3	-7	-1
- CCOC(=O)C1=C(COC(=O)COc2ccc(C(C)=O)cc2)NC(=O)NC1C (stereo unspecified)
  1	8	·	0.0	·	·	-15	2
- COC(=O)[C@@]12C[C@@H](CC(=O)N3CCCCC3)C(=O)N(Cc3ccco3)C1=CCC(C)(C)C2
  -3	0	0.9	0.4	·	·	-3	2
- COc1ccc(/C(C)=N\NC(=O)CNC(=O)C(c2ccccc2)c2ccccc2)cc1OC
  -6	7	·	0.1	-1	-4	-12	31
- COc1c(Cl)cccc1-c1cn2ccccc2n1
  ·	20	-0.1	0.2	·	·	-14	-2
- CCOc1c(Cl)cc(CNCc2ccccn2)cc1OC
  -4	-1	·	-0.1	·	-4	-1	-1
- CCC(=O)N1C[C@H](C)[C@@H](OC)CN(C)C(=O)c2ccc(NC(=O)c3ccccc3)cc2OC[C@@H]1C
  -4	-2	0.0	0.6	3	-6	-13	-1
- COc1ccc(NC(=O)Nc2cccc3c2O[C@H](CN(C)S(=O)(=O)c2c(C)noc2C)[C@@H](C)CN([C@H](C)CO)C3=O)cc1
  -10	-1	·	0.3	-1	-1	-16	-3
- COc1ccc(/C(N)=N/OC(=O)c2ccc3c(c2)OCO3)cc1OC
  0	-2	·	·	36	0	-8	2
- Cc1cc(NC(=O)c2ccc(Br)c([N+](=O)[O-])c2)no1
  3	2	0.8	0.0	7	-2	-4	-1
- O=C1/C(=C\c2ccc(O)cc2)CCC1CNc1ccc(Cl)cc1 (stereo unspecified)
  -3	4	0.7	0.3	·	·	-10	49
- COc1cc(OC)cc(N(C(=O)CNC(=O)c2cccs2)C(C(=O)NCC2CCCO2)c2ccccc2)c1 (stereo unspecified)
  4	-1	-0.1	0.2	3	2	-18	1
- CCC(C(=O)OCC(=O)N(C)c1c(N)n(Cc2ccccc2)c(=O)[nH]c1=O)c1ccccc1 (stereo unspecified)
  2	-3	-1.1	0.0	-5	-4	-10	8
- C[C@@H]1CN([C@H](C)CO)C(=O)c2cc(NC(=O)Nc3cccc4ccccc34)ccc2O[C@@H](C)CCCCO[C@H]1CN(C)Cc1ccncc1
  -2	-2	-0.2	3.1	-2	-9	-1	2
- Cc1cc(NS(C)(=O)=O)c(=O)n(Cc2cccc(F)c2)c1
  -3	0	0.1	-0.1	-6	14	-40	-8
- O=C(COc1ccc(S(=O)(=O)N2CCCCC2)cc1Cl)N1CCOCC1
  1	7	·	0.0	-2	9	-16	2
- O=C(Nc1ccc(F)c(Cl)c1)c1ccc2sc([C@H]3C[C@H](O)[C@@H](CO)O3)nc2c1
  1	-2	1.0	-0.1	62*	9	-6	4
- Cc1ccc(NC(=O)CNC(=O)c2ccco2)cc1Cl
  0	-6	·	0.0	22	3	-9	-7
- O=C(COC(=O)c1cc(S(=O)(=O)N2CCOCC2)ccc1F)NCc1ccc2c(c1)OCO2
  -3	7	-0.1	0.0	-2	-5	-11	-2
- Cc1noc(C)c1NC(=O)N(C)C[C@H]1Oc2ncc(C#CC3CC3)cc2C(=O)N([C@@H](C)CO)C[C@@H]1C
  -1	6	0.9	-0.6	·	·	-1	0
- COc1cccc(-c2cnc(C(O)c3ccccc3)[nH]2)c1 (stereo unspecified)
  2	0	0.0	0.0	19	2	-20	-2
- Cc1ccc(N2CC(C(=O)NC3CC3)CC2=O)cc1Cl (stereo unspecified)
  -6	-1	0.5	0.0	-8	-2	-7	-9
- O=S(=O)(c1ccccc1F)N1CCCCN2[C@H](C1)[C@@H](c1ccc(-c3cncnc3)cc1)[C@@H]2CO
  4	0	0.2	0.4	-2	-5	-4	3
- CN(C)S(=O)(=O)c1cccc(NC(=O)COC(=O)c2cccn2C)c1
  1	0	0.0	-0.1	8	·	-13	5
- CCOC(=O)[C@@H]1[C@@H]2C=C[C@]3(O2)[C@H](C(=O)NCc2ccccc2)N(CCCCCCO)C(=O)[C@@H]13
  3	-3	·	·	·	·	-161	1
- Cc1ccc(S(=O)(=O)N(C)C[C@@H]2OCCCC[C@H](C)Oc3ccc(NS(=O)(=O)c4c(C)noc4C)cc3C(=O)N([C@@H](C)CO)C[C@H]2C)cc1
  -1	0	·	0.0	4	2	-52	-17
- O=C(Nc1ccccc1F)N[C@@H]1CC[C@H](CCNC(=O)C2CCC2)O[C@H]1CO
  1	4	-0.2	-0.4	1	12	0	-3
- CC=Cc1ccc2n(c1=O)C[C@H]1[C@H](CO)[C@@H](C(=O)NCCc3ccncc3)N(CCC(F)(F)F)[C@@H]21 (mixture of isomers)
  4	0	-0.2	0.4	-4	8	-16	12
- FC(F)(F)c1ccc(/C=N/n2c(COc3ccccc3)n[nH]c2=S)cc1
  -2	1	-0.1	0.0	-4	10	-6	-4

Further results.
Each structure is followed by: ERAP1 inh	ERp5 block	E-selectin induc	Xi reactivation	esBAF inh	RAD54 inh	RAD52 inh	S100A4 MyoIIA
- Cc1ccc(-n2c(Cc3noc4ccccc34)n[nH]c2=S)cc1
  -1	6	4.6	0.2	-11	0	-6	-7
- CS(=O)(=O)Nc1ccccc1C(=O)NCCSc1ccccc1
  -3	2	0.0	0.0	-9	-2	-16	0
- Cc1cc(OCCOCCN(C)C)ccc1Cl
  3	1	0.1	-0.1	·	·	2	-1
- COc1ccc(NC(=O)N(C)C[C@H]2Oc3ccc(NS(=O)(=O)c4ccc(F)cc4)cc3CC(=O)N([C@H](C)CO)C[C@H]2C)cc1
  -2	0	-0.3	-1.1	2	·	6	5
- CCCN=C1N(C)C[C@@H]2[C@@H]3C(=O)N(C)C(=O)[C@@H]3[C@](CC)(C(=O)OC)N12
  4	-2	3.3	0.3	-3	-9	-11	-8
